# Screens: PubChem, several laboratories
# aDG glyco act: increases alpha dystroglycan glycosylation; activation, % at 10 µM; Pro5-aDG cells, alpha-DG glycosylation AlphaScreen (IIH6); 0% Pro5, 100% B10-LARGE cell signal; 360,000 tested, 0.22% active;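 active = activation of at least 8% versus controls, or a plate z-score of at least 8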;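 also: Pro5 are CHO cells carrying HIG-tagged alpha-DG that lacks glycosylation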
# H9c2 protect: protects H9c2 cardiomyocytes from peroxide injury | H2O2 injury protection, ATPLite, 2 h | protection from H2O2 cell death, % at 20 µM | 360,000 tested, 0.63% active | AID 588492;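 active = compounds giving at least 50% protection of heart cells from peroxide-induced death in the single-dose screen, raw or plate-pattern-corrected value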;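 also: 0% = DMSO wells with peroxide and 100% = DMSO wells without peroxide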
# ABCB6 inh 2: human ABCB6 transporter inhibition; K562-ABCB6 porphyrin accumulation, flow cytometry, 1 h; hits give low values; AID 602162; fluorescence ratio to DMSO, % at 10 µM; Q9NP58; 360,000 tested, 0.19% active;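 active = fluorescence ratio to DMSO below 75%, the collection mean minus 3 SD; inconclusive = too few cells collected in the well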;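 also: signal is porphyrin accumulated inside mitochondria; 100% equals median channel fluorescence of DMSO control wells; lower ratio means ABCB6 inhibition with less porphyrin fluorescence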
# HTR2A ag: mouse HTR2A agonism via beta-arrestin recruitment; P35363; CHO-K1 mHTR2A beta-arrestin complementation, luminescence; percent of 30 µM serotonin response; activation, % at 7.6 µM; 360,000 tested, 0.66% active;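 active = activation above a run cutoff, the mean activation of all tested compounds plus 3 SD, cut at about 14% in these data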;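 also: 0% = plate median of compound wells and 100% = 30 µM serotonin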
# Target sequence (P35363 whole entry, looked up): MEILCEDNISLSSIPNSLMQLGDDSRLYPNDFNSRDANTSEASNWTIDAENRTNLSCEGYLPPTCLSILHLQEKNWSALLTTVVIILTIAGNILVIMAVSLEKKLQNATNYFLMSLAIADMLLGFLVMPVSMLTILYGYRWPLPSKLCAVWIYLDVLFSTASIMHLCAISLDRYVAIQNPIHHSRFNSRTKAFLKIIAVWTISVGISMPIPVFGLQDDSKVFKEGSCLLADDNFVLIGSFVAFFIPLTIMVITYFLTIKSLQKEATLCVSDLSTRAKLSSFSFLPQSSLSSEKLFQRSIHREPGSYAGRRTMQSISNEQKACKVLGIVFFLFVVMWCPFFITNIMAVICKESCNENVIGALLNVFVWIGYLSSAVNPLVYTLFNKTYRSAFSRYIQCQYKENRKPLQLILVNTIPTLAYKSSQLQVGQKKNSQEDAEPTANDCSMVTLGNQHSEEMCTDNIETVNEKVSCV
# Vif inh: inhibitors of HIV Vif; HEK293T cells, Vif self-association by quenched fluorescence, imaging, 24 h; inhibition, % at 7.49 µM; 340,000 tested, 0.35% active; in the data active = inhibition above about 50%, passing the limit was not always enough; inconclusive = no clear call, values can overlap the other calls; inactive = below about 31%; also: some results filed as inactive read as strong as hits
# Exocytosis inh: lytic granule exocytosis inhibition; AID 651702; TALL-104 LAMP-1 surface exposure, flow cytometry; cells stimulated with thapsigargin and PMA; 360,000 tested, 0.66% active; inhibition, % at 10 µM;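 active = inhibition above about 55%, limit read from the data; inconclusive = no clear call, values can overlap the other calls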
# PDI turbidity: PDI (human) enzyme inhibition | P07237 | PDI insulin aggregation turbidity, A650, 90 min | inhibition, % at 10 µM | 350,000 tested, 0.052% active;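 active = mean inhibition across replicates of 30% or more, whatever share of single replicates reach that level; inconclusive = mean inhibition below 30% while every single replicate reaches 30%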;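 also: absorbance from insulin aggregation driven by PDI reduction with DTT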
# Target sequence (P07237 whole entry, looked up): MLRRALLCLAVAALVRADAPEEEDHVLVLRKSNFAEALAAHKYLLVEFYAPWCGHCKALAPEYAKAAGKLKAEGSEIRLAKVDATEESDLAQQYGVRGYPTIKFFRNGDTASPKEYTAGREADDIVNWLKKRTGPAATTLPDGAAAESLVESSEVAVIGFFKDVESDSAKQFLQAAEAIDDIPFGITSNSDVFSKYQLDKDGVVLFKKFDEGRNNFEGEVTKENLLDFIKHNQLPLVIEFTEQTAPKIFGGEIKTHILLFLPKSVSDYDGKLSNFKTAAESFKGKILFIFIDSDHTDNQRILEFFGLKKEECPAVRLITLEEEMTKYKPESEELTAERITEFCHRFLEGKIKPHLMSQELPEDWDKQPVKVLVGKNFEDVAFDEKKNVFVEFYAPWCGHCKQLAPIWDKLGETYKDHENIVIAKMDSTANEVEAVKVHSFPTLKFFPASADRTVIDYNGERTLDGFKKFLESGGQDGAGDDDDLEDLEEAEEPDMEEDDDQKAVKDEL
# Glyco luc inh: N-linked glycosylation inhibition. AID 588692. D54 ERlucT glycosylation luciferase reporter, 24 h; percent of 100 nM tunicamycin response. reporter increase, % at 12.5 µM. 360,000 tested, 0.23% active;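 active = mean luciferase reporter signal, scaled so untreated is 0 and the glycosylation-blocking control 100, at or above a set limit in every replicate; inconclusive = mean reaches the limit but not every replicate does; inactive = mean below the limit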;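 also: luciferase carries N-glycosylation sites so blocking glycosylation raises the light; 0% = median of neutral control wells and 100% = median of 100 nM tunicamycin wells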
# CaV13 FRET inh: Disruptors of the CACNA1D IQ motif to Ca2+-dependent inactivation inhibitor domain association, primary screening, Förster resonance energy transfer in intact living …; HEK cells, CFP/YFP FRET ICDI-IQ, plate reader, 10 min; percent FRET-ratio fall versus neutral wells; 340,000 tested, 0.098% active; AID 743397; inhibition, % at 12.3 µM;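 active = mean replicate inhibition of at least 30% and at least 1% of replicates passing that level; inconclusive = only one of the two criteria is met; inactive = neither criterion is met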;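 also: 0% = median of the neutral control wells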
# iPSC survival up: increases survival of single human iPS cells. hiPSC single-cell survival, ATPlite luminescence; 100% = ROCK inhibitor wells, 0% = DMSO. survival enhancement, % at 20 µM. 360,000 tested, 0.044% active. AID 602274; in the data active = survival enhancement above about 18%;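 also: cells exposed to compounds for 16 hours before the ATP read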
# * = called active by the depositor; ? = inconclusive; nt = no result given; & = joins results of further samples.
SMILES,aDG glyco act,H9c2 protect,ABCB6 inh 2,HTR2A ag,Vif inh,Exocytosis inh,PDI turbidity,Glyco luc inh,CaV13 FRET inh,iPSC survival up
CCCNC(=O)C1(C)CCCN(C(=O)c2cccnc2Oc2ccccc2)C1 (stereo unspecified),-0.4,-4,99,-1,-2,3,-21,1,-4,-0.4
CC(C)c1ccc(S(=O)(=O)N2CCCCC2)cc1,0.3,-1,104,2,-1,-6,3,-2,-18,-2.2
O=C(Nc1ccccc1Cl)N1CCn2c(nc3ccccc32)C1,-0.2,-2,101,1,nt,0,2,nt,-5,-2.5
O=C(CN1CCN(S(=O)(=O)/C=C/c2ccccc2)CC1)Nc1ccc(N2CCOCC2)cc1,-0.2,4,97,0,8,0,8,0,-1,0.8
Cc1ccc(SCc2cc(=O)[nH]c(Nc3nc(C)c4ccccc4n3)n2)cc1,0.0,23,94,5,5,-4,4,2,-4,-1.0
Cc1ccc(-c2nnn(CC(=O)N(Cc3cccs3)C(C(=O)NC3CCCCC3)c3ccco3)n2)o1 (stereo unspecified),-0.1,1,95,0,15,-2,-4,1,-4,0.0
CC1CC(C)CN(C(=O)c2cc(-c3ccncc3)nc3ccccc23)C1 (stereo unspecified),-0.1,0,97,-2,nt,13,0,1,-6,0.1
Cc1ccc(N2CC(C(=O)NCc3ccc4c(c3)OCO4)CC2=O)cc1C (stereo unspecified),0.6,-2,96,-3,-12,-1,-3,-1,-6,-1.8
O=C(N1CCOCC1)N1CCCN(C(=O)N2CCOCC2)CC1,-0.1,-4,99,-1,6,-1,0,2,-5,-0.4
COc1ccc(CNC(=O)Nc2nc(C(N)CCc3ccccc3)cs2)cc1 (stereo unspecified),1.5,4,94,-10,-2,13,-3,-4,-4,-3.9
CCN(CC)C(=O)CSC1=N/C(=C/c2ccco2)C(=O)N1c1ccc(OC)c(Cl)c1,-0.1,10,99,4,-1,30,1,-3,-6,-1.1
Cc1nn(C2CCS(=O)(=O)C2)c(C)c1C=O (stereo unspecified),0.1,-9,102,7,-5,0,3,2,4,-0.6

# Only H9c2 protect and CaV13 FRET inh (2 entries from above):
canonical_smiles	H9c2 protect	CaV13 FRET inh
CC1CC(C)CN(C(=O)c2cc(-c3ccncc3)nc3ccccc23)C1 (stereo unspecified)	0	-6
Cc1ccc(N2CC(C(=O)NCc3ccc4c(c3)OCO4)CC2=O)cc1C (stereo unspecified)	-2	-6

# The results go on:
SMILES,aDG glyco act,H9c2 protect,ABCB6 inh 2,HTR2A ag,Vif inh,Exocytosis inh,PDI turbidity,Glyco luc inh,CaV13 FRET inh,iPSC survival up
CCOC(=O)C1=C(COCCN)NC(C)=C(C(=O)OC)C1c1ccccc1Cl (stereo unspecified),0.0&0.1&1.3,-25&-8&10,100&95&99,5&-2&1,16&-5&0,7&8&-4,7&-6&6,-5&-4&-4,-5&-4&-6,-3.3&-4.8&-1.7
Cc1cc(SCC(=O)NN=C2CCN(C(C)C)CC2)c(C)cc1Br,-0.3,-1,102,3,0,-1,-7,0,-19,-0.7
CC(C)OCCCNC(=O)c1cccc2c1C(=O)c1ccc(Cl)cc1S2(=O)=O,-0.3,8,93,2,-8,-10,-1,1,1,0.8
O=C(NCc1ccccn1)c1nc(Cn2cc([N+](=O)[O-])cn2)no1,-0.1,13,99,0,15,-3,-6,1,-7,1.2
Cc1onc(-c2ccccc2)c1-c1nnc(CN2CCN(S(=O)(=O)c3ccccc3F)CC2)o1,0.4,-13,101,-6,-4,-1,-3,-2,-5,-0.4
O=c1[nH]cc(C(F)(F)F)cc1NS(=O)(=O)c1ccc([N+](=O)[O-])cc1,-0.4,0,104,-2,10,-1,-1,1,-6,-0.1
O=C(Nc1ccncc1)c1cc(-c2ccccc2)nc2ccccc12,1.6,-6,109,4,nt,0,3,8,-6,-2.8
O=C1CCC(C(=O)Nc2cccc(Br)c2)N1 (stereo unspecified),0.0,-1,96,-5,15,4,-10,-1,-7,-0.4
CC1C=CC=CC=CC=CC=CC=CC=CC(OC2OC(C)C(O)C(N)C2O)CC2OC(O)(CC(O)CC(O)C(O)CCC(O)CC(O)CC(=O)OC(C)C(C)C1O)CC(O)C2C(=O)O (stereo unspecified),0.2,4,102,3,1,-16,-4,5,nt,-1.5
CC(=O)Nc1ccc(NC(=O)CSc2ccc(-c3ccco3)nn2)cc1,0.0,0,100,-1,8,-4,4,0,-18,1.7
Nc1nc(SCc2ccc(Cl)cc2Cl)ns1,-0.1,-11,113,0,-9,1,3,1,-6,1.1
Cc1cccc(NC(=O)c2sc(-c3ccccc3)nc2-c2ccc([N+](=O)[O-])cc2)c1,-0.3,-3,98,-3,0,-12,1,-2,-1,-0.4
COc1cccc(C(=O)NCC(=O)N/N=C/c2cccc(OC(=O)c3ccc([N+](=O)[O-])cc3)c2)c1,-0.1,3,94,5,-1,-2,-3,-1,-5,-1.1
O=[N+]([O-])c1cccc(/C=N/n2c(C3CCCCC3)n[nH]c2=S)c1,0.5,2,98,8,0,0,-5,0,-4,-1.0
C/C=C/c1ccc2c(c1)O[C@@H](CN(C)C(=O)c1ccc(F)cc1)[C@@H](C)CN([C@H](C)CO)S2(=O)=O,-0.1,2,96,3,1,-4,-2,-1,nt,-1.1
COc1cc2c(cc1OC)C(c1ccc(OC)c(OC)c1OC)CC(=O)N2 (stereo unspecified),0.0,-8,99,0,-3,6,0,2,-20,-0.1
COc1cc2c(cc1NC(=O)CSc1nnc(Cc3cccs3)n1Cc1ccco1)oc1ccccc12,0.9,-7,92,-2,-4,6,2,3,-7,-2.0
COc1ccc(-c2cn(Cc3ccc(C)cc3)nn2)cc1,-0.3,-5,89,-4,0,0,-5,-1,-11,-2.7
CC1(C(=O)Nc2cnc3ccccc3c2)CCN1CCc1ccccc1 (stereo unspecified),0.0,30,92,3,-7,-4,-12,-8,-4,-2.9
COc1ccc(Cc2c(O)nc(SC)n(C(C)=O)c2=O)cc1,-0.1,0,112,3,2,-8,3,2,-5,9.0
CC(=O)c1c(CC(=O)O)[nH]n(-c2nc3ccccc3s2)c1=O,0.0,-11,100,4,nt,0,2,0,-8,-1.4
COc1ccc(CNC(=O)C2CCCN2C)cc1OC (stereo unspecified),-0.2,-7,101,-1,-6,2,-5,1,4,-0.5
CSc1nnc(C)c(=O)n1COC(=O)c1ccc(S(=O)(=O)N(C)C)cc1,-0.1,12,97,3,nt,1,1,0,-4,1.6
O=C(NNC(=O)c1ccc2ccccc2c1)c1cccc(Br)c1,-0.2,9,95,2,14,-5,12,0,-10,-1.6
O=C(CCc1ccc(Oc2cc([N+](=O)[O-])cc([N+](=O)[O-])c2)cc1)NC1CCCC1,2.3,-9,99,0,-13,-9,-1,-1,4,-0.9
O=P(CCCCCCCCCP(=O)(c1ccccc1)c1ccccc1)(c1ccccc1)c1ccccc1,0.8,-13,88,-5,-16,24,7,19,-5,-1.4
COc1cc(C2c3cc4c(cc3OC(N3CCOCC3)C2C)OCO4)cc(OC)c1OC(C)=O (stereo unspecified),-0.2,2,99,1,-17,-3,-6,0,-6,2.5
Cc1ccccc1-n1nc2c(c1NC(=O)c1cccc(F)c1)CS(=O)C2 (stereo unspecified),0.0,6,98,3,-4,5,2,-2,-7,-3.3
Cc1cc(C(C)(C)C)ccc1OCCCCN1CCCC1,1.2,-18,94,-8,1,3,-3,-4,-2,-1.8
CC(CN1CCN(C)CC1)OC(=O)c1ccc(Cl)cc1 (stereo unspecified),0.0,7,93,-3,3,-1,-4,-1,nt,-2.9
O=C(CCSc1ccc(Cl)cc1)c1cccs1,1.8,-31,95,-2,0,27,6,1,nt,-2.4
Cc1cccc(C(=O)N/N=C/c2coc3ccccc3c2=O)c1,0.1,2,99,2,-7,-4,0,-2,-12,0.2
O=C(CCCOc1ccccc1)N1CCCc2ccccc21,-0.2,-5,89,-5,0,-3,-3,-1,-5,3.0
Cc1noc(C)c1C(=O)N1CCCC1,-0.3,6,89,0,10,2,-13,1,-1,2.8
O=C(OCC(=O)N1CCOCC1)c1ccc(Cl)c(S(=O)(=O)N2CCc3ccccc32)c1,0.4,20,81,3,-7,2,-4,-1,-7,0.5
Cc1oc(-c2ccccc2)nc1CS(=O)CC(=O)NC1CCCC1 (stereo unspecified),0.2,6,97,1,-4,-9,nt,1,-4,-1.7
CS(=O)(=O)N(CC(=O)Nc1cccc(Br)c1)Cc1ccccc1,-0.1,-1,98,7,-1,-2,4,-2,-7,-0.1
Cc1cccc(NC(=O)c2nc[nH]c2C(=O)NCC(=O)OCc2ccccc2)c1,-0.4,86*,89,4,?,-3,0,1,-11,1.5
CCCCN(Cc1ccco1)S(=O)(=O)c1ccc(-c2ccc(=O)[nH]n2)s1,-0.3,-4,103,5,2,-5,2,1,-3,-0.4
CCOC(=O)Cc1csc(NC(=O)CSc2nnc(-c3cccnc3)n2Cc2ccco2)n1,-0.1,3,97,1,-3,1,-3,-1,-4,-1.5
COc1ccccc1CCc1nnc(CCC(=O)NCCOc2cccnc2)o1,0.2,10,102,-1,3,-4,12,0,0,-1.5
O=C(NCc1ccccn1)C1CCC(=O)N1C1CCCC1 (stereo unspecified),-0.3,0,100,-2,-4,-1,1,2,-6,1.6
O=C(COC(=O)c1cc(F)c(F)cc1Cl)NC1CC1,0.2,8,104,1,1,-3,-8,1,2,1.0
O=C(Cn1cc2c(n1)CCCCC2)N1CCc2ccccc2C1,-0.1,-5,107,-1,0,-3,nt,1,-2,0.2
O=C(/C=C/c1cccc([N+](=O)[O-])c1)NCCSc1ccccc1,0.0,5,99,-2,-1,0,4,-3,nt,3.4
COC(=O)CC1=C(C(=O)OC)C(c2ccc3c(c2Cl)OCO3)C(C#N)=C(N)O1 (stereo unspecified),0.0,7,101,4,-1,0,-10,2,-5,2.8
Cc1ccc(Cc2c(-c3ccc(C#N)cc3)nc3c(C)cc(Br)cn23)cc1,0.0,-4,95,0,nt,0,nt,0,-7,5.0
Cc1c(C(=O)Nc2ccc3nc(N4CCOCC4)sc3c2)oc2ccccc12,0.1,58*,100,8,-3,-5,6,-2,-6,0.2
Nc1nc2c([N+](=O)[O-])cccc2s1,-0.2,0,100,4,14,-1,20,0,2,1.8
COC(=O)C1(C)NC(c2ccc(Cl)cc2)C2C(=O)N(c3ccccc3)C(=O)C21 (stereo unspecified),-0.2,-1,94,2,-12,-14,-1,1,-2,-0.8
Cc1ccc(NC(=O)COC(=O)c2cccnc2Cl)cc1S(=O)(=O)N1CCCCC1,-0.5,-13,90,-4,-8,4,-3,2,-3,1.1
COc1ccc(C(=O)NC2CCN(S(=O)(=O)Cc3ccccc3)CC2)c(OC)c1,0.2,0,103,-4,1,2,-1,0,-5,2.6
O=C(CCN1C(=O)c2ccccc2C1=O)NC1=NCCS1,-0.1,-1,92,-4,-4,-1,-3,1,-5,-1.9
COCCN(C(=O)COC(=O)c1c(C)nn(-c2ccccc2)c1C)c1c(N)n(Cc2ccccc2)c(=O)[nH]c1=O,-0.1,9,100,-1,nt,-1,16,2,-9,-0.3
